Compound activity deposited in PubChem BioAssay by National Center for Advancing Translational Sciences (NCATS).
Pol beta inh: inhibitors of human DNA polymerase beta | P06746 | Pol beta primer extension/strand displacement, fluorescence kinetic | Potency, µM (highest dose often 114 µM), without a hit: at the highest dose activity change, negative = inhibition, usual class: inhibitors | 340,000 tested, 1.3% active | AID 485314; further: potency means the concentration at half of the fitted maximal effect; on the % scale 0 is the no-effect control and ±100 the full control effect
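Enzyme-only controls used 10 nM Pol beta; buffer lacking enzyme served as negative control. Compound preincubated 15 min, then 50 nM substrate added; 0 and 10 min reads at room temperature.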
ERG-DNA inh: inhibitors of human ERG Ets domain-DNA interaction. fluorescence polarization, His-ERG Ets domain / labelled DNA. P11308. AID 624246. 370,000 tested, 0.028% active. Potency, µM (top dose mostly 76.9 µM), for inactives: at the highest dose FP activity, negative = inhibition, actives largely listed as inhibitors; active means well fitted inhibition curve with a large enough effect in the polarisation, with a control signal flat; inconclusive means small, poorly fitted or top-dose-only effect, or effect the other way, or a change in a side signal; inactive means no such curve, though single readings can be large or run the other way; the % refers to the polarisation;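 further: polarization taken with two DNA probes labelled with fluorescein and Texas red; potency means the concentration at half of the fitted maximal effect; % of control where 0% means no effect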
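His-tagged ERG Ets domain (1 uM in the protein solution; 300mM KCl, 50mM Tris-HCl, 1mM EDTA, 1mM DTT, pH 7.5) received compound, then a probe mix of 5 nM fluorescein-DNA and 100nM Texas-615-DNA. Fluorescence polarization was read for both dyes.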
APE1 inh: blocks human APE1 abasic DNA cleavage. Potency, µM (series often up to 65.8 µM), without a hit: at the top dose activity change, negative = inhibition, most hits filed as inhibitors. P27695. recombinant APE1, TAMRA/BHQ-2 abasic DNA cleavage fluorescence. 350,000 tested, 0.35% active;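 further: potency means the concentration at half of the fitted maximal effect; plate controls were vehicle for no effect and reference inhibitor for full effect; nearly all actives have a fitted effect of over 55% in size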
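Compound pre-exposure to 0.75 nM APE1, 15 min at ambient temperature. Reaction initiated with 50 nM TAMRA/BHQ-2 THF substrate, read immediately in kinetic mode, 525 nm excitation, 598 nm emission.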
BLM inh: Bloom syndrome helicase (human) inhibition; P54132; recombinant BLM DNA unwinding, fluorescence dequenching; AID 2528; 350,000 tested, 0.2% active; Potency, µM (titrated, usually from 56.1 µM), inactives show at the top dose activity change, negative = inhibition, most hits filed as inhibitors;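 further: potency means the concentration at half of the fitted maximal effect; plate controls were vehicle for no effect and no enzyme for full effect; nearly all actives have a fitted effect of over 35% in size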
Pol kappa inh: blocks human DNA polymerase kappa activity; 400,000 tested, 0.53% active; Potency, µM (highest dose often 107 µM), for the others: top-dose activity, negative = inhibition, actives largely listed as inhibitors; Q9UBT6; purified Pol kappa, fluorescent DNA synthesis assay, 10 min; further: potency means the concentration at half of the fitted maximal effect; on the % scale 0 is the no-effect control and ±100 the full control effect
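First, compounds were pin-transferred onto 10 nM Pol kappa. After 15 min at room temperature, substrate was added to 50 nM final. Fluorescence was then measured kinetically at 0 and 10 min.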
TRHR ag: activates the human TRH receptor; 360,000 tested, 0.18% active; P34981; TRHR cells, calcium flux fluo-8, FDSS agonist mode; activation, % at 2 µM; in the data active means activation above about 30%; further: 0% is about no effect
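Steps: seed TRHR cells overnight; add fluo-8 no-wash Ca dye, RT 30 min–1.5 h; record 10 s baseline; pin-transfer compounds; monitor fluorescence 1 cycle/s for the agonist window. Calcium increases flag candidate agonists.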
Anesthetic bind: candidate novel general anesthetic via apoferritin binding; Potency, µM (top dose mostly 77.5 µM), inactives show at the highest dose activity change, negative = displacement, usual class: inhibitors; apoferritin/1-aminoanthracene competitive binding, fluorescence; 350,000 tested, 0.074% active; further: potency means the concentration at half of the fitted maximal effect; on the % scale 0 is the no-effect control and ±100 the full control effect; nearly all actives have a fitted effect of over 20% in size
Target sequence (P02791 2-175 limits assumed): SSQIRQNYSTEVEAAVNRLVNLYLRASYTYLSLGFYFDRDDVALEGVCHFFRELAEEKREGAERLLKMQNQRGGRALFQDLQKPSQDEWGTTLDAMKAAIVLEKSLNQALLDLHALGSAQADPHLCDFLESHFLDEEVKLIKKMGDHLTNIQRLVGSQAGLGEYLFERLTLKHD
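Probe: 1-aminoanthracene (50% saturated, PBS). Protein: horse-spleen apoferritin, 10 uM. Incubation: 10 min, room temperature. Detection: 380 nm excitation, 535 nm emission. Analysis: normalized response, four-parameter Hill.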
Pol iota inh: DNA polymerase iota (human) inhibition. 390,000 tested, 1% active. Pol iota fluorescent replication assay, 10 min. Potency, µM (titrated, usually from 115 µM), for inactives: top-dose activity, negative = inhibition, usual class: inhibitors. AID 588590. Q9UNA4; further: potency means the concentration at half of the fitted maximal effect
Target sequence (Q9UNA4 whole entry, looked up): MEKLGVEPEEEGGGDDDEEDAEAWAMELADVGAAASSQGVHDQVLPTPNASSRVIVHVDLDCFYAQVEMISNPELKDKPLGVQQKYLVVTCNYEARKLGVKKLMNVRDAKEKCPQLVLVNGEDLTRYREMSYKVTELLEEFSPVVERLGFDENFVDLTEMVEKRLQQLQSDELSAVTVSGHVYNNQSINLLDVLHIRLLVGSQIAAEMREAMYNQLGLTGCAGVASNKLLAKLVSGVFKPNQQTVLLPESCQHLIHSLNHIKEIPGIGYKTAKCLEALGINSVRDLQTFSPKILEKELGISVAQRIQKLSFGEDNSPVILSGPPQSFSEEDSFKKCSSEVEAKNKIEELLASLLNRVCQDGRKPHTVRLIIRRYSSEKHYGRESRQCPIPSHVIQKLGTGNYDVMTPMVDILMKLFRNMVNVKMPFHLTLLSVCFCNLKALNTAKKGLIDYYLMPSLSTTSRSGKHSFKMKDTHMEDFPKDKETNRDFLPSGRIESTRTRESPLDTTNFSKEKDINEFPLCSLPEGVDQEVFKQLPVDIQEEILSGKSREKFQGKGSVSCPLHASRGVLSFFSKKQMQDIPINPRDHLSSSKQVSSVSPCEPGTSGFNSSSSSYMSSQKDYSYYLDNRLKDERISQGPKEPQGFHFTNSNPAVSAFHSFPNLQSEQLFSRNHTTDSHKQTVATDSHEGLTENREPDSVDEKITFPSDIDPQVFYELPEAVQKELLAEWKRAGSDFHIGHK
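Pol iota at 10 nM preincubated 15 min with compounds at room temperature; reaction started with fluorescent substrate, 50 nM final. Fluorescence read kinetically at 0 and 10 min; buffer-only wells as negative control.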
ALOX12 inh: blocks human arachidonate 12S-lipoxygenase; 580,000 tested, 1.1% active; purified 12hLO, xylenol orange hydroperoxide absorbance; P18054; Potency, µM (top dose mostly 108 µM), without a hit: at the highest dose activity change, negative = inhibition, hits mostly inhibitors; further: potency means the concentration at half of the fitted maximal effect; on the % scale 0 is the no-effect control and ±100 the full control effect
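Purified human 12hLO at 150 nM in 25 mM Hepes, 0.01% Triton X-100, pH 7.0, preincubated 15 min at room temperature with compound. Reaction started with 40 uM arachidonic acid, 30 min at room temperature. Hydroperoxide measured by Fe-xylenol orange, 573/405 nm absorbance ratio.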
Numbers without * were called inactive; ? = inconclusive; nt = not tested or not shown; & = joins results of further samples; [ ] = remark or other dose. Unless noted, the call rests on the fitted dose curve; in most records, active means well fitted curve in the direction sought with a large enough effect; inconclusive means small, poorly fitted or top-dose-only effect, or another doubt; inactive means no such curve, though single readings can be large; an effect the other way counts as inactive or inconclusive. An excerpt; the hit share may differ from the screen's.

SMILES | Pol beta inh | ERG-DNA inh | APE1 inh | BLM inh | Pol kappa inh | TRHR ag | Anesthetic bind | Pol iota inh | ALOX12 inh
CCCOc1cc(C)c(S(=O)(=O)n2ccc(C)n2)cc1C | 5% | -3% | -8% | -3% | -4% | 0.0 | 2% | -13% | ?
CCn1cc(C(=O)N2CCN(c3ccc(F)cc3)CC2)c(=O)c2cc(S(=O)(=O)N(C)C3CCCCC3)ccc21 | 1% | 0% | nt | -7% | 1% | 0.1 | ? | -7% | 0%
CC1=NOC(=O)/C1=C\c1ccccc1 | 16% | -1% | 16% | -1% | -7% | 0.1 | -7% | 67%[activator] | -20%
CCOC(=O)c1c(C)cc(OC)cc1O | nt | nt | -1% | 2% | -6%[60.1 µM] | nt | -3% | nt | nt
O=S(=O)(NCCc1csc2nc(-c3ccccc3)nn12)c1cc(F)ccc1F | 26% | -3% | nt | -3% | -7%[60.1 µM] | 0.1 | -11% | 10% | ?
CCOC(=O)C1C(c2ccc(C)o2)NC(=O)NC1(O)C(F)(F)F (stereo not drawn) | -1% | 9% | -1% | -1% | -8% | 0.4 | -13% | -11% | 1%
CCC(C(=O)NC1CCCCC1)n1c(SCc2ccc(F)cc2)nc2ccncc21 (stereo not drawn) | 10%&-2% | 10%&-12% | -4% | -4%&-1% | 0%&5% | -2.5&0.2 | -7%&-20% | 1%&-4% | -14%&8%
CS(=O)(=O)N1CCC(C(=O)Nc2ccc(Br)cc2F)CC1 | 20% | nt | -1% | -4% | -13% | 0.2 | 3% | 9% | 3%
COc1cc(C(=O)N/N=C/c2cccc(Oc3ccccc3)c2)ccc1O | ? | 3% | 8% | -9% | -13% | -0.9 | ? | 7% | -4%
CC1=C(C(=O)Nc2ccc(C)cc2C)C(c2cccs2)n2nc(SCc3ccc(Cl)cc3)nc2N1 (stereo not drawn) | 4% | 0% | nt | -3% | -16% | 0.4 | 7% | ? | -6%

As entered above.
`CCCOc1cc(C)c(S(=O)(=O)n2ccc(C)n2)cc1C` in Anesthetic bind = 2%
`CCOC(=O)c1c(C)cc(OC)cc1O` in Anesthetic bind = -3%
`CC1=C(C(=O)Nc2ccc(C)cc2C)C(c2cccs2)n2nc(SCc3ccc(Cl)cc3)nc2N1` (stereo not drawn) in ERG-DNA inh = 0%
`CCn1cc(C(=O)N2CCN(c3ccc(F)cc3)CC2)c(=O)c2cc(S(=O)(=O)N(C)C3CCCCC3)ccc21` in ERG-DNA inh = 0%
`COc1cc(C(=O)N/N=C/c2cccc(Oc3ccccc3)c2)ccc1O` in Pol iota inh = 7%

Next results.
SMILES | Pol beta inh | ERG-DNA inh | APE1 inh | BLM inh | Pol kappa inh | TRHR ag | Anesthetic bind | Pol iota inh | ALOX12 inh
C=CCN1C(=O)C(C)S/C1=N\S(=O)(=O)c1ccc(Cl)cc1 (stereo not drawn) | -3% | -3% | -2% | -3% | -11% | 0.5 | -6% | 5% | -29%
CC(C)N1CCN(c2ccc(OCC3COC(Cn4cncn4)(c4ccc(Cl)cc4Cl)O3)cc2)CC1 (stereo not drawn) | nt | -9% | nt | nt | -10% | nt | nt | 1% | ?
CCOc1ccccc1NC(=O)Cn1nnc(C(=O)NCCc2ccc(OCC)c(OCC)c2)c1N | ? | 2% | 6% | -10% | -35% | -0.1 | 5% | ? | 31%
O=C(Nc1ccc2c(c1)OCO2)c1ccc(S(=O)(=O)NCC2CCCO2)cc1 (stereo not drawn) | ? | 17% | 3% | -2% | 1% | -0.7 | 4% | -18% | 1%
COc1cc(C(C)=O)ccc1OCC(=O)Nc1ccccc1N1CCCCC1 | nt | -5% | 16% | nt | -11% | 1.0 | nt | 22% | 6%
Cn1c(/C=C/N2CCOCC2)c(C(=O)c2ccc(Br)cc2)c(=O)n(C)c1=O | 30% | -6% | 2% | 3% | -17% | 0.5 | -18% | 3% | -14%
CCC(=O)c1ccc(SC(=O)N(C)C)cc1O | -10% | 4% | 4% | -2% | -9% | -0.3 | 6% | -4% | 2%
Cc1ccc(C)n1-c1ccc(-c2nnco2)cc1 | 30% | nt | 3% | -4% | nt | 0.3 | -8% | nt | nt
C=C(c1ccccc1O)n1ccnc1 | 2% | 17% | 5% | -1% | -8% | -0.3 | -6% | 119%[activator] | 3%
CCOc1ccc(-n2cnnn2)cc1S(=O)(=O)NC1CC1 | 17% | 4% | 4% | 0% | -15% | 0.7 | -1% | 16% | 17%
COC(=O)CNC(=O)C(Cc1c[nH]c2ccccc12)NC(=O)Oc1ccccc1 (stereo not drawn) | 22% | 8% | 17% | -2% | -6% | 0.3 | 3% | -19% | -1%
C=C(C)C1(O)OC(=O)C=C1OC (stereo not drawn) | 25% | -3% | -5%&1% | 6%&-3% | -13%[60.1 µM] | 0.0 | 6%&-15% | 7% | -4%
O=C(Cc1ccc([N+](=O)[O-])cc1)N/N=C/c1ccc([N+](=O)[O-])o1 | -13% | 1% | 0% | -7% | -34% | 0.2 | ? | ? | ?
O=[N+]([O-])c1ccc(NC(=S)N2CCc3ccccc3C2)cc1 | 21% | -6% | ? | -7% | -7% | 0.1 | -19% | 19% | -23%
COc1ccc(CNC(=O)/C=C/c2cc([N+](=O)[O-])ccc2OC(F)F)cc1 | 1% | 0% | -2% | -1% | -3% | -0.6 | 6% | 4% | -16%
COc1ccc(CNC(=O)c2ccc(S(=O)(=O)N3CCOCC3)cc2)cc1 | nt | -7% | 17% | nt | -4% | -0.4 | nt | 33%[activator] | -5%
c1ccc(CCn2nnnc2C(c2cccnc2)N2CCN(c3nc4ccccc4s3)CC2)cc1 (stereo not drawn) | 15% | nt | -11% | -9% | -11% | 1.2 | -5% | -190% | -20%
C=C1CCC(O)C2(C)CCC3C(C)C(=O)OC3C12O (stereo not drawn) | -16% | 5% | 69%[activator] | -2% | 6% | 0.2 | -1% | 53%[activator] | 23%
O=C(Nc1cccnc1)c1ccc(CSc2ccccc2)cc1 | 0% | -15% | 12% | 3% | 0% | -0.5 | -2% | 78%[activator] | -7%
O=C(OCc1ccc(Cl)c(Cl)c1)c1ccc[nH]1 | 4% | -9% | -7% | -9% | -4% | 1.6 | ? | 15% | -14%

Single records, as listed above:
Profile of O=C(Nc1cccnc1)c1ccc(CSc2ccccc2)cc1 → Pol beta inh = 0%; ERG-DNA inh = -15%; APE1 inh = 12%; BLM inh = 3%; Pol kappa inh = 0%; TRHR ag = -0.5; Anesthetic bind = -2%; Pol iota inh = 78%[activator]; ALOX12 inh = -7%
Profile of c1ccc(CCn2nnnc2C(c2cccnc2)N2CCN(c3nc4ccccc4s3)CC2)cc1 (stereo not drawn) → Pol beta inh = 15%; ERG-DNA inh = nt; APE1 inh = -11%; BLM inh = -9%; Pol kappa inh = -11%; TRHR ag = 1.2; Anesthetic bind = -5%; Pol iota inh = -190%; ALOX12 inh = -20%

Additional compounds follow.
SMILES | Pol beta inh | ERG-DNA inh | APE1 inh | BLM inh | Pol kappa inh | TRHR ag | Anesthetic bind | Pol iota inh | ALOX12 inh
O=C(CSc1nnc(-c2cccs2)n1Cc1ccco1)Nc1ccc2c(c1)OCO2 | -25% | 0% | ? | 2% | -7% | -0.3 | ? | 12% | 5%
O=C(COC(=O)c1c(F)cccc1F)NCc1ccc2c(c1)OCO2 | nt | -1% | 43%[activator] | nt | -6% | -0.8 | nt | 36%[activator] | 13%
c1ccc(-c2ccccc2OCCCN2CCCC2)cc1 | 2% | -3% | ? | -8% | -11% | 0.2 | 0% | 221%[activator] | ?
Cc1ccc(CS(=O)Cc2ccc(C(=O)NC3CCCC(C)C3C)o2)cc1 (stereo not drawn) | -2% | -5% | 23% | 0% | 4% | -0.5 | ? | 13% | 0%
CCCCNS(=O)(=O)c1ccc2nc(-c3cccnc3)cc(C(=O)NCCCN(CC)CC)c2c1 | 85% | nt | 2% | 0% | nt | 0.2 | -15% | nt | nt
O=C(CS(=O)(=O)Cc1ccccc1)Nc1ccc(S(=O)(=O)N2CCOCC2)cc1 | -11% | -1% | -1% | 2% | 0% | 1.0 | -16% | 31%[activator] | -11%
Cc1nc2sc(C(c3ccco3)N3CC(C)OC(C)C3)c(O)n2n1 (stereo not drawn) | -3% | 1% | -9% | -5% | -6% | -0.2 | -14% | 24% | -10%
COc1cc(OC)cc(C(=O)N[C@H](C(=O)Nc2cc(F)ccc2C)C(C)C)c1 | 4% | 2% | -6% | -3% | -8% | -0.3 | -9% | -9% | -6%
COC(=O)c1ccc(OC)c(CN2CCCN(Cc3ccc(F)cc3)S2(=O)=O)c1 | 20% | 5% | -21% | 1% | -11% | -1.3 | -7% | 46%[activator] | 8%
Nc1nonc1-n1nnc(C(=O)N/N=C/c2cccnc2)c1-c1ccccc1 | 14% | -4% | 7% | 2% | -14% | 0.4 | -2% | 39%[activator] | 5%
O=C(N/N=C/c1cccs1)c1cc(-c2ccc3ccccc3c2)n[nH]1 | -21% | -4% | 2% | -12% | -24% | 1.2 | 3% | ? | 0%
O=C(Nc1cccc(Cl)c1)Nc1ccccc1C(=O)O | -21% | 5% | -3% | -3% | -33% | 0.0 | 2% | 39%[activator] | -7%
Cc1cc(C)nc(NS(=O)(=O)c2ccc(NC(=O)c3ccccc3O)cc2)n1 | 17% | -2% | nt | -4% | -17% | -0.9 | 28% | 17% | -12%
CC(C)NC(=O)CN(c1cccc(Br)c1)S(C)(=O)=O | 8% | 2% | 0% | 1% | -3% | -0.5 | -7% | 6% | -6%
COc1cccc(CC(=O)Nc2nc3ccccc3[nH]2)c1 | -2% | -16% | 5% | -1% | -10% | -0.8 | -3% | 54%[activator] | 3%
